ALOX12 inh = blocks human arachidonate 12S-lipoxygenase | purified 12hLO, xylenol orange hydroperoxide absorbance | actives 1.1% (n = 580,000) | P18054 | Potency, µM (highest dose often 108 µM), without a hit: at the top dose activity change, negative = inhibition, actives largely listed as inhibitors; active = well fitted inhibition curve with a large enough effect; inconclusive = small, poorly fitted or top-dose-only effect, or another doubt; inactive = no such curve, though single readings can be large or run the other way
Target sequence (P18054 whole entry, looked up): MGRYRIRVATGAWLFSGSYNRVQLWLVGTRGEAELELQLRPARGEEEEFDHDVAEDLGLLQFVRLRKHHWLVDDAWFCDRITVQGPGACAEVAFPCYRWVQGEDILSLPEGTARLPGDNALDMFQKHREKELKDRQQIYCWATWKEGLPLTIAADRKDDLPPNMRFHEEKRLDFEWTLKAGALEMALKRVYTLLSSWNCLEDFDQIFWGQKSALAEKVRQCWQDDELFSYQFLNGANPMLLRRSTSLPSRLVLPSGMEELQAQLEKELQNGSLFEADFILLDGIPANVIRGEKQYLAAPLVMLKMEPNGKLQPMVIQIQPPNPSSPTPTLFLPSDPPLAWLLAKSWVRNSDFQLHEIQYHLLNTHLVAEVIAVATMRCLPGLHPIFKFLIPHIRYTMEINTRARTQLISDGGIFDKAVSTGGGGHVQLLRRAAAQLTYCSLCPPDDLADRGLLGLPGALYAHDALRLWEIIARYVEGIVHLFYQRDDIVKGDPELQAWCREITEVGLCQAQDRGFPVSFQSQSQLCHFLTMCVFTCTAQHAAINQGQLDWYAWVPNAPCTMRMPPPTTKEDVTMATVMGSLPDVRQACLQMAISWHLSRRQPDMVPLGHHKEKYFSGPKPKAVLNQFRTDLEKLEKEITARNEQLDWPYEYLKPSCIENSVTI
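Purified human 12hLO at 150 nM in 25 mM Hepes, 0.01% Triton X-100, pH 7.0, preincubated 15 min at room temperature with compound. Reaction started with 40 uM arachidonic acid, 30 min at room temperature. Hydroperoxide measured by Fe-xylenol orange, 573/405 nm absorbance ratio.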
The depositor's hits bear a star; ? = inconclusive; [ ] = dose if it differs, or a comment. % is set by controls: 0 for no effect and ±100 for the full control effect; potency is the fitted concentration of half-maximal effect.

SMILES	ALOX12 inh
CN(C)C1(CNC(=S)NCc2ccc(F)cc2)CCCCC1	32%
Cc1ccsc1C(=O)N1CCC(c2nn(C)c3c2COCC3)CC1	24%
CC(C)c1nncn1C1CCN(S(=O)(=O)Cc2cccc(Cl)c2)CC1	43%[activator]
O=C1NCCCCCCN(C(=O)Cc2cccc(F)c2)[C@H]2CCC[C@@H]12	41%[activator]
CN1C(=O)CC(CC(=O)N2CCCCC2CCO)(c2cccc(F)c2)C1=O (stereo not drawn)	8%
CCc1ccc(NC(=O)Cn2ccn3nc4c(c3c2=O)CCCCC4)cc1	?
Cc1cc(SCC(=O)NC2CCS(=O)(=O)C2)nc2c(C)cccc12 (stereo not drawn)	?
O=C(N1CCC2(CC1)CN(c1ccncn1)CC2CO)C1(c2ccccc2)CC1 (stereo not drawn)	30%
COc1ccc2nc(C)c(C(=O)OCC(=O)NCC3CCCO3)cc2c1 (stereo not drawn)	-18%
CC(NC(=O)c1cccnc1)c1cccc(C(F)(F)F)c1 (stereo not drawn)	6%

Rewritten in markdown: part of the list above.
| canonical_smiles | ALOX12 inh |
| --- | --- |
| CCc1ccc(NC(=O)Cn2ccn3nc4c(c3c2=O)CCCCC4)cc1 | ? |
| Cc1cc(SCC(=O)NC2CCS(=O)(=O)C2)nc2c(C)cccc12 (stereo not drawn) | ? |

Carrying on.
SMILES	ALOX12 inh
CN(C)c1ccc(C(=O)NC[C@H]2O[C@@H](CC(=O)N3CCN(c4ccccc4)CC3)[C@H](O)[C@@H]2O)cc1	-7%
Cc1cccc(OCC2(CNC3CCC3)C[C@@H](O)[C@@H](O)C2)n1 (stereo partly drawn)	10%[176 µM]
Cn1cc(CNc2ccc(-c3nc(-c4cccc(C(F)(F)F)c4)no3)cn2)cn1	-28%
COc1ccc(Cl)cc1NC(=O)c1ccc(F)c(S(=O)(=O)N2CCCC2)c1	?
COc1ccc(OC)c(C2CCCN2Cc2nc(-c3ccccc3Cl)no2)c1 (stereo not drawn)	51%[activator]
CCCC(C)N1CC2(CCN(C(=O)c3cnc(C)cn3)CC2)OC1=O (stereo not drawn)	54%[activator]
COc1ccc(-n2cnc3cccnc32)cc1OC	80%[activator][176 µM]
COc1ccc(C(=O)N[C@@H]2CCC[C@@H]2C(=O)NCc2cc(F)cc(F)c2)cn1	7%
O=C(C1CCCC1)N1CCN(c2cc(-c3ccc(Cl)cc3)[nH]n2)CC1	18%
CCOc1ccc(-c2[nH]ncc2CN)cc1	22%
CCc1nnc(NC(=O)c2cc(=O)c3ccccc3o2)s1	?
COC(=O)[C@@H]1Cc2c([nH]c3ccccc23)[C@H]2C[C@@H](NCCCn3ccnc3)C[C@@H](c3ccccc3)N21	23%
c1ccc(Cn2nc(Cn3cncn3)nc2C2CCCCn3nnnc32)cc1 (stereo not drawn)	-9%
COc1ccc(-c2ccc(CCC(=O)NC3CCCCC3)o2)cc1	?
O=C(c1ccc(Br)o1)N1CCCN(c2cc(-c3ccc(Cl)cc3)[nH]n2)CC1	3%
O=C(CC(c1ccc(Cl)cc1)S(=O)(=O)c1ccccc1)c1ccccc1 (stereo not drawn)	?
CC1=NOC2(CCN(C(=O)c3ccc4c(c3)OCO4)CC2)C1	-14%[176 µM]
O=C(NCc1cccs1)c1cccc2ccccc12	-1%
CCOC(=O)CCNC(=O)N1CCC(N2C(=O)C3(CCCCC3)C2c2ccncc2)CC1 (stereo not drawn)	39%[activator]
CCOc1ccc(C(=O)Nc2cccc3ccc(C)nc23)cc1Cl	-19%
CCc1ccc(C(CNC(=O)c2nc(-c3ccccc3)oc2C)N(C)C)cc1 (stereo not drawn)	5%
CN(C)C[C@@H]1CN(S(C)(=O)=O)C[C@H]1NC(=O)c1nn(C)c2ccccc12	55%[activator]
COc1ccc(Cl)cc1C(=O)NC1CC(=O)N(c2ccc(F)cc2)C1 (stereo not drawn)	-15%
N#Cc1ccc(S(=O)(=O)N2CCCCCCNC(=O)[C@@H]3CCCC[C@@H]32)cc1	18%
CCOc1ccc(-c2cc3c(=O)n(CCNC(=O)c4cccc(N(C)C)c4)ccn3n2)cc1	49%[activator]
COc1cc(NC(=O)c2cc(=O)c3ccccc3o2)cc(OC)c1	-24%
CC(C)c1noc(-c2cn(C3CCN(C(=O)Cc4ccc(F)cc4)CC3)nn2)n1	-2%
CC(=O)Nc1ccc(CN2CCOC[C@H]2c2ncc(-c3ccc(F)cc3F)[nH]2)cc1	54%[activator][176 µM]
COc1cc(-c2nnc(SCc3nc4ccccc4o3)o2)cc(OC)c1OC	1%
CCc1ccc(OCCNC(=O)OC)cc1	-1%
CN(CCC(C)(C)O)c1ccc(C(=O)N2CCCCC2CCn2cccn2)cn1 (stereo not drawn)	16%
COc1ccc(C(=O)c2sc(NCc3ccccc3)nc2N)cc1	-26%
O=C(CSc1nc2ccccc2o1)OCC(=O)c1ccc(F)cc1	?
COc1ccc(-c2c(C)oc3cc(OCC(=O)O)ccc3c2=O)cc1OC	-4%
COc1ccc(CC(=O)N2CC3(Cc4ccccc4N(C(C)=O)C3)C2)cc1	45%[activator]
O=C(NCCCN1CCCC1=O)c1c(OCC2CC2)cc(=O)n2c1CCCCC2	36%[activator]
CNC(=O)c1cc(-c2cccnc2)cc2c1OCCN2Cc1cccnc1	28%[176 µM]
Cc1ccccc1NC(=O)C1CCCC1	-6%
Cn1ccc(NC(=O)CC[C@H]2NC(=O)c3ccccc3NC2=O)n1	33%[activator]
O=C1CCCCCN1C1CCN(Cc2ccccc2)CC1	14%[176 µM]
Cc1cc(OCC(=O)N2CCN(C(=O)C3COc4ccccc4O3)CC2)c2c(C)cc(=O)oc2c1 (stereo not drawn)	-3%
COCCOc1cc(=O)n2c(c1C(=O)NCc1ccc(OC)cc1)CCOCC2	41%[activator]
COc1cccc(C(=O)N(C)Cc2ccccc2C(F)(F)F)c1	48%[activator][176 µM]
COc1ccccc1-c1nc(C(=O)NCc2cccs2)n2ccccc12	83%[activator]
CN(C)CCN1C(=O)CC[C@]2(C(=O)NCc3cc(F)cc(F)c3)CCCC[C@@H]12	-8%
COc1ccc(C(=O)N2CCC(c3n[nH]c(=O)n3-c3ccccc3)CC2)c(OC)n1	-1%
CC(=O)NC(Cc1c[nH]c2ccccc12)C(=O)N1CCN(S(=O)(=O)c2ccccc2F)CC1 (stereo not drawn)	28%
CC(=O)Nc1ccc(NC(=O)c2ccc3ccn(C)c3c2)cc1	?
COc1cccc(-c2ncn(CCc3ccccc3OC)c2CC(C)C)c1	?
COc1ccc(OC)c(-c2noc(CSc3nnc(C)n3-c3cccc(C)c3)n2)c1	1%

The results go on:
SMILES	ALOX12 inh
COc1ccc(Oc2coc3cc(OCc4ccccc4C)ccc3c2=O)cc1	16%
Cc1ccc(NC(=O)CCc2c[nH]c3ccccc23)cc1F	-25%
C/C(=C/C(=O)C(F)(F)F)N1CCc2ccccc2C1	18%
Cc1ccc(NC2c3ccccc3-c3ccccc32)cc1	101%[activator]
COc1ccc(C2Cn3nnc(C(=O)N4CCN(C(=O)c5cccs5)CC4)c3CO2)cc1 (stereo not drawn)	22%
CCCn1nc(C(=O)OC(C)C(=O)NCc2ccco2)c2ccccc2c1=O (stereo not drawn)	-28%
FC(F)(F)c1ccc(-c2cnc([C@@H]3COCCN3Cc3ccncc3)[nH]2)cc1	56%[activator][176 µM]
COC(=O)c1cccc(NC(=O)c2cc[n+]([O-])cc2)c1	-11%
O=C(Cc1cccs1)Nc1ccc(-c2nnc3n2CCCC3)cc1	52%[activator]
N#Cc1cccc(C(=O)N2CCCN(S(=O)(=O)c3ccccc3)CCC(=O)NCC2)c1	36%[activator]

Some values from the entries so far:
ALOX12 inh result of COC(=O)c1cccc(NC(=O)c2cc[n+]([O-])cc2)c1 → -11%
ALOX12 inh result of COc1ccc(C2Cn3nnc(C(=O)N4CCN(C(=O)c5cccs5)CC4)c3CO2)cc1 (stereo not drawn) → 22%
ALOX12 inh result of Cc1ccc(NC(=O)CCc2c[nH]c3ccccc23)cc1F → -25%
ALOX12 inh result of FC(F)(F)c1ccc(-c2cnc([C@@H]3COCCN3Cc3ccncc3)[nH]2)cc1 → 56%[activator][176 µM]
ALOX12 inh result of O=C(Cc1cccs1)Nc1ccc(-c2nnc3n2CCCC3)cc1 → 52%[activator]

2 entries from above in another layout:
O=C(Cc1cccs1)Nc1ccc(-c2nnc3n2CCCC3)cc1
  ALOX12 inh = 52%[activator]

N#Cc1cccc(C(=O)N2CCCN(S(=O)(=O)c3ccccc3)CCC(=O)NCC2)c1
  ALOX12 inh = 36%[activator]

Continued:
SMILES	ALOX12 inh
COc1ccccc1C(=O)N1CCn2c(nnc2-c2ccccc2)C1	60%[activator][176 µM]
COc1ccc(-c2noc(-c3ncn4c3COC(c3ccc(F)cc3)C4)n2)cc1OC (stereo not drawn)	?
Cn1c(SCC(=O)N2CCc3ccccc32)nnc1-c1cccc(NC(=O)c2ccccc2F)c1	35µM*
COc1ccc(-c2noc(Cn3c(=O)c4ccccc4n(CC(=O)NCc4ccccc4)c3=O)n2)cc1	-4%
Cc1nc2nc(SCC(=O)c3ccc(Cl)cc3)[nH]c2cc1Br	-3%
O=C(COc1ccc(F)cc1)NCCc1noc(-c2ccncc2)n1	39%
Fc1ccccc1-c1cc2c(cn1)CN(Cc1cccnc1)CCN2	21%[176 µM]
Cc1ccc(C(=O)c2cc3c(cc2C#N)OCCO3)cc1	15%
O=C(C[C@@H]1CCNC[C@@H]1Cc1cc(-c2ccccc2)on1)NCCN1CCOCC1	?
CC(C)c1nc(CNC(=O)c2ccc(NC[C@H]3C[C@H]4C=C[C@H]3C43CC3)nc2)no1	3%
COC(=O)c1ccc(CN(C)C(C)C(=O)Nc2cc(C)ccc2C)cc1 (stereo not drawn)	64%[activator]
CC(=O)Nc1ccc(CNC2CCCC(C)C2C)cc1 (stereo not drawn)	?
COC(=O)N1CCN(Cc2cc(=O)c3cc(F)ccc3[nH]2)CC1	-54%
COc1ccc(-c2cn(C)c(=O)n3cc(COc4ccccc4)nc23)c(C)c1	18%[176 µM]
CCCNc1cc(N2CCC(CCC(=O)N3CCN(c4ccc(F)cc4)CC3)CC2)ncn1	17%
CCCC(=O)Nc1nc2ccc(CCC(=O)NCc3cc(Br)ccc3OC)cc2s1	31%
CC1CCC(NC(=O)c2cccc(C#N)c2)CC1 (stereo not drawn)	?
COc1ccc(CN2Cc3[nH]cnc3C[C@H]2c2nc(-c3ccccn3)no2)cc1	109%[activator][176 µM]
COC(C)C(C(=O)OCC1=CCN2CC[C@H](O)[C@@H]12)C(C)C (stereo partly drawn)	11%
COc1ccc2cc(C(=O)NCc3ccc(C(=O)N4CCN(C)CC4)cc3)[nH]c2c1	-37%
O=C(Nc1ccc(Br)cc1)C1CC2CCC1C2 (stereo not drawn)	0%
O=C(C[C@@H]1O[C@H](CNC(=O)c2cccc(F)c2)[C@@H](O)[C@H]1O)NCCN1CCOCC1	10%[176 µM]
CC(CO)Nc1ncnc2c1CN(C1CCCNC1)C(=O)CN2C (stereo not drawn)	-25%[6.33 µM]
O=C1CCCCC(Cc2ccccc2)(C(=O)NCc2cccc(F)c2)N1 (stereo not drawn)	16%
CC(C)c1noc(-c2cccn3c(CNC(=O)COc4ccc(F)cc4)nnc23)n1	47%[activator]
CCC(C)NC(=O)C(NC(=O)c1ccc(OC)cc1)C1CCN(C(=O)c2ccccc2C)CC1 (stereo not drawn)	10%
NC1CCc2nn(CC(=O)N(Cc3cccs3)C3CCCC3)c(=O)n2CC1 (stereo not drawn)	-6%
CSCCC(=O)N1CCc2c(ncnc2N2CCOCC2)C1	5%
CC(=O)N1CCN(C2CCOC3(CCN(S(=O)(=O)c4ccccc4)CC3)C2)CC1 (stereo not drawn)	6%
Cc1cccc(CN2CC(Oc3cccc(C(=O)NCC4CC4)c3)C2)c1	4%
N#CCC(=O)c1c[nH]c2ccccc12	30%
O=C(c1ccc(Cl)nc1)N1CCC2(CC1)C(=O)NCN2Cc1ccc(Cl)cc1	40%[activator]
CC(C)Oc1ccc(C(=O)N[C@H](CNC(=O)CN(C)C)Cc2ccc(-c3cn4cccc([C@H](C)O)c4n3)cc2)cc1Cl	16%[57.4 µM]
CC(C)C(OC(=O)/C=C/c1ccc(C(F)(F)F)cc1)C(=O)NC(N)=O (stereo not drawn)	-4%
c1cnc(N2CCOCC2)c(CNCc2ccc(C3CCCCO3)o2)c1 (stereo not drawn)	59%[activator]
Cc1nn(-c2ccccc2)c(C)c1CC(=O)NCC1Cc2cc(-c3cncnc3)ccc2O1 (stereo not drawn)	4%
CCCSc1ncc(Cl)c(C(=O)Nc2ccc(S(=O)(=O)N3CCCCC3CC)cc2)n1 (stereo not drawn)	3%
CC(C)Cn1nc2n(c1=O)CCN(S(=O)(=O)c1cc(F)ccc1F)CC2	16%
CCc1cc(=O)n(CC(=O)Nc2cccc(C(C)=O)c2)c(-c2cccc(F)c2)n1	22%
O=C1CC(c2ccccc2O)Cc2nc(N3CCN(c4ccccc4F)CC3)ncc21 (stereo not drawn)	1%
COCC1CCCN(Cc2ccc3c(c2)CN(C(=O)c2ccnn2C)CCO3)C1 (stereo not drawn)	12%
CCc1ccc(C(=O)C2CCCCC2)cc1	-4%
Cc1ccc(S(=O)(=O)n2cnc3cc(C)c(C)cc32)cc1C	?
O=C(Nc1cccc(F)c1)C1(CCO)CC12CCOCC2 (stereo not drawn)	14%
O=C(Cc1ccc(Br)cc1)NCc1cccc(C(=O)Nc2ccccc2)c1	1%
COCCCNC(=O)COc1ccc2c(-c3ccccc3)cc(=O)oc2c1	19%
CC(NC(=O)COc1ccc(Cl)c(Cl)c1)c1ccccc1 (stereo not drawn)	-14%
COC(=O)c1ccc(OCc2cccc(C#N)c2)c(OC)c1	-24%
Cc1sc(N2CCCC2)nc1-c1ccc(NS(C)(=O)=O)cc1	35µM*

Arranged by heavy-atom count (largest number first): part of the list above
SMILES	ALOX12 inh
COCCCNC(=O)COc1ccc2c(-c3ccccc3)cc(=O)oc2c1	19%
Cc1sc(N2CCCC2)nc1-c1ccc(NS(C)(=O)=O)cc1	35µM*
O=C(Nc1cccc(F)c1)C1(CCO)CC12CCOCC2 (stereo not drawn)	14%
CCc1ccc(C(=O)C2CCCCC2)cc1	-4%

Screening results as filed in PubChem BioAssay.

These rows are one share of the data, so the mix of outcomes need not match the whole.
